High-throughput results as filed in PubChem.
EBV gp42 inh = Epstein-Barr virus gp42 inhibitors, primary screen, biochemical, uHTS, fluorescence polarization | Glycoprotein 42 (Epstein-Barr virus (strain AG876)), Q1HVG2 | Fluorescence polarization binding assay, mP read-out | inhibition, % (tested at 21.74 µM) | 220,000 tested, 0.42% active | AID 1085, 2008; in the data active = inhibition above about 50%
Target sequence (Q1HVG2 whole entry, looked up): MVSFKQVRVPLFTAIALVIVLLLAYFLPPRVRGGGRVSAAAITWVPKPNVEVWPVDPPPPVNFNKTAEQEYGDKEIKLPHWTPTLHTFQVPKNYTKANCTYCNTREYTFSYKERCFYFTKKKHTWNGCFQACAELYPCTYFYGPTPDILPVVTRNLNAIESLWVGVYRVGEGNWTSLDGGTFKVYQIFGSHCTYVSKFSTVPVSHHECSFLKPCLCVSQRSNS
Runt-SMMHC FRET = inhibitors of RUNX1 Runt–CBFb-SMMHC binding, primary screen, biochemical, FRET, Cerulean-Runt, Venus-CBFb-SMMHC, uHTS; Runt-related transcription factor 1 (Homo sapiens) + Core-binding factor subunit beta …; AID 1434, 2008; Cerulean-Runt/Venus-CBFb-SMMHC FRET ratio 530/480, 1 h; inhibition, % at 20 µM; 220,000 tested, 0.74% active;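 active = mean inhibition across duplicate retests at 20 µM reaching about 50%, limit read from the data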;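 note: 0% = DMSO wells and 100% = wells with excess untagged CBFb-SMMHC; inhibitors lower the FRET ratio by blocking Runt binding to CBFb-SMMHC; some results filed as inactive read as strong as hits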
p97 ATPase inh = inhibitors of human p97 ATPase, primary screen, biochemical. inhibition, % at 8 µM. recombinant p97 ATPase, Kinase-Glo ATP luminescence, 3 h. 220,000 tested, 0.42% active; in the data active = inhibition above about 15%;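 note: 0% = DMSO vehicle and 100% = wells lacking enzyme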
p47phox inh = p47phox/p22phox peptide binding inhibitors, primary screen, biochemical, uHTS, NADPH oxidase regulatory subunit; Neutrophil cytosol factor 1 (Homo sapiens), P14598; fluorescence polarization, 2 h; 220,000 tested, 0.53% active; AID 1274, 2008; inhibition, % at 24.7 µM;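 active = inhibition above about 30%, limit read from the data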;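 note: 0% = p47phox with labelled peptide and 100% = labelled peptide alone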
Target sequence (P14598 whole entry, looked up): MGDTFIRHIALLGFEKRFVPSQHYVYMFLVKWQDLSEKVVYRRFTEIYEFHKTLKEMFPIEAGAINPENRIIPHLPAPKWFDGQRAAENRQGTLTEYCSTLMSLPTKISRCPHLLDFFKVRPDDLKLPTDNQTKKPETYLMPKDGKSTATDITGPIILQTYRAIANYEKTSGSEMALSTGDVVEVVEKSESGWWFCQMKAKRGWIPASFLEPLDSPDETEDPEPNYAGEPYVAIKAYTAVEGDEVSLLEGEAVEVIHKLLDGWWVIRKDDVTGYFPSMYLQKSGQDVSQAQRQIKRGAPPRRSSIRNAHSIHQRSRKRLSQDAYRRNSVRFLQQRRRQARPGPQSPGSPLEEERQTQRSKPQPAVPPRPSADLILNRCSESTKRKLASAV
RBBP9 inh = human RBBP9 inhibitors, primary screen, biochemical, fluorescence polarization, FP-Rh probe, HTS. 220,000 tested, 0.2% active. inhibition, % at 7.94 µM. Serine hydrolase RBBP9 (Homo sapiens), O75884. recombinant RBBP9. AID 1515, 2009;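 active = inhibition above the campaign mean of all tested compounds plus 3 SD, cut at about 14% in these data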;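 note: plate controls were DMSO wells with RBBP9 for no effect and wells lacking RBBP9 protein for full effect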
Target sequence (O75884 whole entry, looked up): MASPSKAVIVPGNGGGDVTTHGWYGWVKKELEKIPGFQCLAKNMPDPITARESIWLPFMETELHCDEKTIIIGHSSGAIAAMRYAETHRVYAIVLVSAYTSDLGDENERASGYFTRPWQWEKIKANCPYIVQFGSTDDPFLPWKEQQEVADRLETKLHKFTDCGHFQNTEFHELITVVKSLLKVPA
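System: RBBP9 protein / Quantity: 2.5 µM RBBP9 dispensing solution, before mixing / Also added: Serine-hydrolase probe FP-Rh, 375 nM pre-mixing / Dosing: 7.94 µM single dose, 0.794% DMSO / Timing: enzyme-compound preincubation 30 min, then probe labeling 45 min, 25 °C / Signal: FP readout at 525/598 nm / Controls: DMSO-treated enzyme wells and wells lacking RBBP9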
TbHK1 inh = Trypanosoma brucei hexokinase 1 inhibitors, primary screen, biochemical, G6PDH-coupled NADH absorbance, MLSCN library; recombinant TbHK1, G6PDH-coupled NADH A340; hexokinase 1 [Trypanosoma brucei]; 220,000 tested, 0.11% active; inhibition, % at 10 µM; AID 1430, 2008;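 active = inhibition of 50% or more in the single-dose primary screen; inactive = inhibition below 50%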
Furin inh = human furin inhibitors, primary screen, biochemical, fluorescence intensity; P09958; purified furin, fluorogenic substrate cleavage; inhibition, % at 30 µM; 220,000 tested, 0.061% active; in the data active = inhibition above about 25%; note: inactives centre near -15
Calpain2 inh = inhibitors of pig calpain II, primary screen, biochemical, fluorogenic peptide substrate, 1536-well | purified calpain II, 30 min | inhibition, % at 16 µM | 220,000 tested, 0.37% active;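 active = inhibition above about 50%, limit read from the data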
Runt-CBFb FRET = inhibitors of RUNX1 Runt–CBFb binding, primary screen, biochemical, FRET, Cerulean-Runt, Venus-CBFb, uHTS. Runt-related transcription factor 1 (Homo sapiens) + Core-binding factor subunit beta …. Cerulean-Runt/Venus-CBFb FRET ratio 530/480, 1 h. inhibition, % at 20 µM. 220,000 tested, 0.46% active. AID 1496, 2009;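 active = inhibition over about 50% at 20 µM in the single-dose screen, limit read from the data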;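 note: 0% = DMSO wells and 100% = excess unlabeled CBFb competitor control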
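Schedule: protein complex preformed 1 h, compound exposure 1 h, room temperature, dark; test system: Cerulean-labeled Runt domain protein; amount: 100 nM per protein; buffer or medium: Tris 50 mM pH 7.5, KCl, K2SO4, 0.01% BSA; read-out: loss of energy transfer signal; detection: FRET fluorescence; controls: 5 µM unlabeled CBFb as full-inhibition high control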
Starred values were filed as active, the others as inactive; i = inactive; nt = no result given; [ ] = another dose, or the depositor's remark. Compounds were not picked by outcome; overall some 2.7% were active at least once.

Value order: EBV gp42 inh	Runt-SMMHC FRET	p97 ATPase inh	p47phox inh	RBBP9 inh	TbHK1 inh	Furin inh	Calpain2 inh	Runt-CBFb FRET
1: CCOC(=O)c1c(NC(=O)C(C)N2CCN(S(=O)(=O)c3cccs3)CC2)sc2c1CCC(C)C2 (stereo not drawn)
→ -17	6	1	-17	-3	-30	-17	-8	2
2: CCSc1nnc(Cn2c(=O)sc3ccccc32)n1C
→ -15	2	3	-4	0	-4	-14	-9	-1
3: O=C(NCc1ccccn1)C(=O)Nc1nc(C23CC4CC(CC(C4)C2)C3)cs1
→ -2	-3	-2	1	1	0	-13	4	-10
4: CC(NC(=O)c1ccccc1NC(=O)c1ccco1)c1ccccc1 (stereo not drawn)
→ -14	-3	3	-3	-4	6	-11	-37	-2
5: CCC(=O)Nc1ccc(Cl)c(NC(=S)NC(=O)c2ccco2)c1
→ -23	4	7	-18	5	-5	-34	6	3
6: CCN(C(=O)c1cc2cc3ccc(C)cc3nc2o1)c1ccc(OC)cc1
→ -10	0	-2	-4	3	-29	0[20 µM]	5	-3
7: COC(=O)c1ccccc1Oc1ccc(NC(=O)C(C)(C)CCl)cc1
→ 7	-2	3	5	-4	-4	-20	27	0
8: O=C(CN(CCN1CCOCC1)C(=O)Cn1nnc(-c2ccc(F)cc2)n1)NC1CCCCC1
→ -4	-6	-2	-4	-9	-9	-22	-34	0
9: CN1CCN(/N=C/c2nc(-c3ccccc3)n3ccccc23)CC1
→ -14	-1	3	5	-3	-33	-15	-14	2
10: COC(=O)c1[nH]c2ccccc2c1NC(=O)Oc1ccccc1
→ -20	-4	3	-9	-4	19	-17	-97	-2
11: Cc1ccc(CSCC(=O)NCc2cccnc2)cc1
→ -8	-1	-8	-6	-10	2	-7	24	1
12: NC(=O)NCc1cccs1
→ -29	-1	6	7	-3	2	-34	-41	0
13: Cc1ccc(OCCSc2nnc(-c3ccncc3)n2C)cc1
→ -14	3	5	-5	-5	0	-18	14	2
14: CCOC(=O)c1sc2ncn(CC(=O)N(CC)CC)c(=O)c2c1C
→ -8	-2	-1	-4	-1	-2	-21	-4	-3
15: CN1CCN(/N=C/c2ccc(-c3ccc([N+](=O)[O-])cc3Cl)o2)CC1
→ -15	-22	0	-10	-7	-15	-7	6	-9
16: CCOC(=O)N1CCC(NC(=O)C(NS(=O)(=O)c2ccc3c(c2)CCN3C(=O)CC)C(C)C)CC1 (stereo not drawn)
→ 1	0	3	3	0	-12	-16	-20	-1
17: Cc1cc(C)cc(NC(=O)CC2NCCNC2=O)c1 (stereo not drawn)
→ -7	-2	0	-8	0	-8	-10[20 µM]	-22	1
18: O=C(c1cccc(F)c1)N1CCC(O)(c2cccnc2)CC1
→ -15	3	-6	-20	-9	8	5[20 µM]	-9	nt
19: OCCN1CCN(Cc2nc(-c3cccc(Cl)c3)no2)CC1
→ 1	-3	0	-6	-9	1	-21	9	0
20: C=CCC(Nc1ccccc1)C12C=CC(O1)C(C(=O)OC)=C2C(=O)OC (stereo not drawn)
→ 5	4	-3	-4	-2	1	3[20 µM]	-8	1
21: CC(=O)N(c1nc(/C=C\C(=O)O)cs1)c1ccccc1F
→ -15	2	5	-12	-3	-8	-33	-18	0
22: COc1cc(CN2CCNC(=O)C2CC(=O)N2CCCCO2)cc(OC)c1 (stereo not drawn)
→ 2	-1	-3	-1	-6	2	-6	19	3
23: CCSc1ccccc1C(=O)N1CCCC1
→ -25	1	-3	-7	2	-4	-7[20 µM]	5	12
24: N#Cc1c(-c2ccc3c(c2)OCO3)ccn2nc(-c3cccc(C(F)(F)F)c3)nc12
→ -18	30	-3	-8	-13	3	-10[20 µM]	-457	-6
25: CCn1c(SCC(=O)N/N=C/c2ccc(C)o2)nnc1-c1ccc(C(C)(C)C)cc1
→ -12	9	6	1	2	-12	-15	19	7
26: Cc1cc2c(NC(=O)CCCC(=O)O)cccc2nn1
→ -7	1	1	-20	-6	-14	-20	-34	0
27: CC(C)(C)C(=O)C[n+]1cccc(C(N)=O)c1
→ -4	1	2	-18	3	-3	-18	-29	-1
28: COc1cc(C(=O)NCCc2nc3ccccc3n2C)cc(OC)c1OC
→ -12	6	1	-11	4	4	2[20 µM]	-8	0
29: COc1cccc(-c2csc(N3CCN(C(=S)Nc4ccccc4C)CC3)n2)c1
→ 1	3	-2	-14	-10	4	-16	13	0
30: C/C(=N\NC(=O)C1=NNC(=O)C1C)c1cccs1 (stereo not drawn)
→ -7	-1	-16	1	-8	-26	-14	2	1

Reprinted at random: 3 entries already listed
Value order: EBV gp42 inh	Runt-SMMHC FRET	p97 ATPase inh	p47phox inh	RBBP9 inh	TbHK1 inh	Furin inh	Calpain2 inh	Runt-CBFb FRET
26: Cc1cc2c(NC(=O)CCCC(=O)O)cccc2nn1
→ -7	1	1	-20	-6	-14	-20	-34	0
8: O=C(CN(CCN1CCOCC1)C(=O)Cn1nnc(-c2ccc(F)cc2)n1)NC1CCCCC1
→ -4	-6	-2	-4	-9	-9	-22	-34	0
3: O=C(NCc1ccccn1)C(=O)Nc1nc(C23CC4CC(CC(C4)C2)C3)cs1
→ -2	-3	-2	1	1	0	-13	4	-10

Other entries:
Value order: EBV gp42 inh	Runt-SMMHC FRET	p97 ATPase inh	p47phox inh	RBBP9 inh	TbHK1 inh	Furin inh	Calpain2 inh	Runt-CBFb FRET
31: O=[N+]([O-])c1ccc(C2CNC(c3ccccc3)O2)cc1 (stereo not drawn)
→ -10	3	2	15	3	6	-20[20 µM]	-10	0
32: O=C(Nc1ccc(C(O)(C(F)(F)F)C(F)(F)F)cc1)c1ccc(Cl)c([N+](=O)[O-])c1
→ -4	3	4	-14	-16	12	-14	24	0
33: NC(=O)C1CCN(C(c2ccccc2Cl)c2nnnn2CC2CCCO2)CC1 (stereo not drawn)
→ -4	1	0	-11	-5	-1	-21	-8	-2
34: FC(F)(F)c1cccc(-c2nc3nc(Cl)c(Cl)nc3[nH]2)c1
→ 13	43	2	-32	-7	-15	-18	-141	21
35: O=C(CNc1cccc2ccccc12)N/N=C/c1ccc(C(=O)O)cc1
→ -3	4	3	-11	4	-11	-21	-14	6
36: CC(=O)N/C(=C/c1ccc2c(c1)OCO2)C(=O)O
→ -6	-3	2	-1	-7	-4	-10	20	2
37: Cc1ccc(OCC(=O)NNC(=O)c2cccnc2)cc1C
→ -23	-2	6	-2	7	-2	-10	11	1
38: CN(C(=O)c1cc2c(s1)-c1ccccc1S(=O)(=O)C2)c1ccccc1F
→ -10	3	1	-13	-14	-35	-2	14	0
39: COc1cccc(-n2c(Cc3cc(=O)[nH]c(=O)[nH]3)nnc2SCc2cccc(C(F)(F)F)c2)c1
→ -5	9	6	-1	-3	3	-29	14	-4
40: O=C(O)C1C2C=CC3(CN(c4cccc(C(F)(F)F)c4)C(=O)C13)O2 (stereo not drawn)
→ -14	-4	4	-9	7	8	-20	4	0
41: CCN(CC)C(=O)CCC(=O)Nc1ccc(C(=O)OC)cc1
→ 1	-6	-5	10	-7	-1	-12	19	2
42: O=C1C2C3CCC(C3)C2C(=O)N1CNc1ccc(F)cc1 (stereo not drawn)
→ -8	-1	4	-3	-2	-1	-14[20 µM]	-47	3
43: O=C(CSc1nc(-c2ccc(F)cc2)cc(C(F)(F)F)n1)NCCN1CCOCC1
→ 2	3	-1	8	7	-3	-13[20 µM]	14	-2
44: CCCC(=O)Nc1nc(-c2ccc3c(c2)CCN3S(C)(=O)=O)cs1
→ -19	-1	0	-16	-5	-2	-18[20 µM]	23	1
45: Cc1cccc(N(CC(=O)NC2CCCC2)C(=O)CS(=O)CC(=O)Nc2ccc3c(c2)OCO3)c1C (stereo not drawn)
→ -20	8	-3	-11	2	2	-11[20 µM]	-1	-2
46: CCOC(=O)c1cc(-c2cccc(C(F)(F)F)c2)nc2nc(SC)[nH]c(=O)c12
→ 12	-7	-2	-34	-7	-9	-9	-360	-12
47: Cc1nc2c(=O)n(C)c(=O)[nH]c2n1Cc1ccccc1
→ -17	8	5	-6	-4	1	-19	-53	6
48: O=C(Nc1ccc2c(c1)OCCO2)c1ccc(Br)o1
→ -10	-8	-8	-25	-5	-8	-19	-26	-2
49: Cc1nc2cc(C(F)(F)F)ccc2n1C1CCN(CC(=O)N2CCCC2)CC1
→ -15	-3	-3	3	-8	2	-8	25	0
50: CCC(C)N(C(=O)COC(=O)c1[nH]c(C)c(C(C)=O)c1C)C1CCS(=O)(=O)C1 (stereo not drawn)
→ nt	1	-1	nt	-11	-4	-21	nt	-1
51: CC(=O)c1c(N2CCOCC2)nc(=S)n(-c2cc(C)ccc2C)c1C
→ -16	-2	-7	-12	-3	0	-2[20 µM]	-22	1
52: C=CCOc1c(Br)cc(CNc2ccc(NC(=O)C(C)C)c(OC)c2)cc1OC
→ -10	-37	0	-10	-5	-8	-21	9	-14
53: CC(/C=N/NC(=O)c1nn(C)c(C)c1Br)=C\c1ccccc1
→ -6	-30	3	-1	-2	-14	-19	9	-4
54: O=C(NCCC1=CCCCC1)NC12CC3CC(CC(C3)C1)C2
→ -21	-7	0	-20	-7	-1	-19[20 µM]	9	1
55: CC(Nc1nc(N2CCCCC2)nc2ccccc12)c1ccccc1 (stereo not drawn)
→ 0	-2	-2	-17	-10	11	-6[20 µM]	-189	2
56: Nc1cccc2c1C(=O)N(C(=O)c1ccc(Cl)c(S(=O)(=O)N3CCCCCC3)c1)C2=O
→ -3	62*	-1	-43	-13	-5	-2[20 µM]	i	-12
57: CCn1nnnc1SCCSc1nnnn1CC
→ -7	2	-4	2	-9	6	-11[20 µM]	-17	-1
58: Cc1cc([N+](=O)[O-])nn1CC(=O)Nc1ccc(Cc2ccncc2)cc1
→ 0	-1	2	6	-7	-2	-18	-7	2
59: CSc1ccc(C2C(C#N)=C(N)N(c3ccccc3)C3=C2C(=O)CCC3)cc1 (stereo not drawn)
→ -5	1	-5	-24	-8	-2	-4	-66	7
60: COc1ccccc1OCC(=O)NCCSCc1ccc(Cl)cc1
→ 11	-3	-8	-5	-8	-1	-13	34	-4
61: COC(=O)c1cccn(CC(=O)c2ccc(Cl)cc2)c1=O
→ 6	4	1	0	-9	-16	-11	-12	1
62: O=C1Nc2ccccc2/C1=C/c1cnc(-c2ccccc2)[nH]1
→ 59*	-158	4	-16	-4	8	2	23	-141
63: Cc1ccc(NC(=O)CCC(=O)NNC(=O)c2ccco2)cc1C
→ -9	-4	2	-12	-4	-5	-28[20 µM]	19	nt
64: Cc1cc2oc(C(=O)N(Cc3ccco3)C3CCS(=O)(=O)C3)cc(=O)c2cc1Cl (stereo not drawn)
→ -19	0	1	1	-5	-2	-17	-21	2
65: CCOC(=O)c1ccc(NC(=O)c2cc3ccccc3o2)cc1
→ -7	-3	2	-11	-7	2	-21	-188	0
